High-throughput results deposited in PubChem BioAssay by several laboratories.
FAS TE block – blocks the thioesterase domain of human fatty acid synthase; inhibition, % at 15 µM; recombinant FAS-TE, OMFH fluorogenic substrate, fluorescence endpoint; P49327; 360,000 compounds, 0.67% hits;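 active = compounds whose normalised, plate-corrected inhibition of enzyme fluorescence in the single-dose primary screen is 50% or more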;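 note: 0% = DMSO with enzyme and 100% = substrate without enzyme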
CSN inh – CSN deneddylation inhibition; AID 651999; 360,000 compounds, 0.38% hits; Q92905; inhibition, % at 12.5 µM; Purified CSN, SCF-Nedd8-OG deneddylation, fluorescence polarization;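 active = pattern-corrected inhibition above about 35%, with an unprinted fluorescence ratio check between 0.5 and 1.5, limit read from the data, passing the limit was not always enough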;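 note: 0% = enzyme with substrate and 100% = substrate without enzyme; some results filed as inactive read as strong as hits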
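test system = HEK293T-derived human Csn5 enzyme | amount = 0.24 nM Csn5 enzyme, final concentration | medium = Tris/NaCl/DTT buffer, pH 7.5 | schedule = 90 min reaction at room temperature | signal = FP | evaluation = inhibition of Csn5 cleavage, % | compound dosing = single dose of 12.5 µM compound with 0.25% DMSO | probe or stimulus = 10 nM SCFSkp2-Nedd8OG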
Neddylation inh – cullin neddylation inhibition; 360,000 compounds, 0.58% hits; calls only at 25 µM; TR-FRET cullin neddylation, biochemical; in the data active = inhibition above about 36%
Target sequence (P61081 whole entry, looked up): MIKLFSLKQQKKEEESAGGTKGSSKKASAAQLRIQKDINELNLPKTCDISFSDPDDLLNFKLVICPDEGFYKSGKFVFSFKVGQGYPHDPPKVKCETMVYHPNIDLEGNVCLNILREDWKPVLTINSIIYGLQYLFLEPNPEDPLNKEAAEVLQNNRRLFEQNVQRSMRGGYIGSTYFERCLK
Target sequence (Q13564 whole entry, looked up): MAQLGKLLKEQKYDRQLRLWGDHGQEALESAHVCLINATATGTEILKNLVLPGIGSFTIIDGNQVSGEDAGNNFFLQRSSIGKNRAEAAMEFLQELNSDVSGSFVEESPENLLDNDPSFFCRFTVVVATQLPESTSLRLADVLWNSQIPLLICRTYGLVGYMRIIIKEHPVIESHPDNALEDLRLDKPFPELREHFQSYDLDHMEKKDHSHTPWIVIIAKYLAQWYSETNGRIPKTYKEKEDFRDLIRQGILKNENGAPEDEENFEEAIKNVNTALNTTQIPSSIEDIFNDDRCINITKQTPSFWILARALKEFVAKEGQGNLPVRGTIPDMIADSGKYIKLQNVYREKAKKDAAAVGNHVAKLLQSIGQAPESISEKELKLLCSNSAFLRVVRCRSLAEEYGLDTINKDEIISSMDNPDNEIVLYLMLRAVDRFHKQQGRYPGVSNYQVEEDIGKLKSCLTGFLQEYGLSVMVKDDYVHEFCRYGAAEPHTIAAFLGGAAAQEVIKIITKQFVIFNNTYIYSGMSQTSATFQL
Rin1-Abl PPI inh – blocks binding of human Rin1 to Abl | P00519+Q13671 | TR-FRET Rin1/Abl binding, biochemical | inhibition, % at 7.35 µM | 360,000 compounds, 0.4% hits; in the data active = inhibition above about 5%, passing the limit was not always enough
MT1-MMP act inh – MT1-MMP (human) activation inhibition. 360,000 compounds, 0.061% hits. P50281. GFP/RFP ratio change, % at 20 µM. HT1080 RFP-PRO-GFP cells, GFP/RFP ratio fluorescence, overnight; percent of plate control window, DMSO zero;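 active = GFP/RFP ratio change of at least 30% with cell ATP level not reduced by more than half and red fluorescence within 50% of control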; note: strong numbers were not always called active
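Assay system: RFP-PRO-GFP reporter HT1080 cells; read-out basis: GFP/RFP fluorescence ratio; benchmarks: DMSO wells and RFP-L50D-GFP cells; doses: 20 µM single dose, 1% DMSO; schedule: overnight cell settling, then overnight compound exposure, 37 °C, 5% CO2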
MLLE-PAM2 inh – blocks PAM2 peptide binding to the PABP1 MLLE domain | P11940 | GST-MLLE / FITC-PAM2 fluorescence polarization | inhibition, % at 20 µM | 360,000 compounds, 0.36% hits | AID 588489; in the data active = inhibition above about 35%, passing the limit was not always enough;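 note: plate controls were DMSO wells with GST-MLLE for no effect and wells lacking GST-MLLE protein for full effect; some results filed as inactive read as strong as hits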
NadD inh – inhibitors of Staphylococcus aureus NadD; AID 602399; 360,000 compounds, 0.78% hits; purified NadD enzyme, colorimetric absorbance read-out; inhibition, % at 20 µM; in the data active = inhibition above about 26%; note: some compounds past the cut are filed as inactive
Rpn11 inh – inhibitors of human proteasome Rpn11 | human 26S proteasome, Ub4-pepOG fluorescence polarization; 20S core pre-blocked with epoxomicin | 360,000 compounds, 0.59% hits | AID 588493 | calls only at 20 µM;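 active = inhibition at 20 µM, scaled to each plate's controls, above about 33%, limit read from the data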
Target sequence (O00487 whole entry, looked up): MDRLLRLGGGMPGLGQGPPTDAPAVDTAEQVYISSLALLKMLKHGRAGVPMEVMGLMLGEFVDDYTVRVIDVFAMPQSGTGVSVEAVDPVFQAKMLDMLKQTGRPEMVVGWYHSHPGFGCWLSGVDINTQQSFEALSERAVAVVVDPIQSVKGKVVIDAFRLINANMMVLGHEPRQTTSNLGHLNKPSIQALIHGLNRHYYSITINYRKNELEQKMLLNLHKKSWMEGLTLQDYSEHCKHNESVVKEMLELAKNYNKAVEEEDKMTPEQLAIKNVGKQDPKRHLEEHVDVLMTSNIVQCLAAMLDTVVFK
SKN-1 block – inhibitors of C. elegans SKN-1; C. elegans VP596 Pgst-4::GFP/RFP ratio, acrylamide-induced, 24 h; 360,000 compounds, 0.49% hits; AID 624304; inhibition, % at 21.8 µM;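 active = interference check ratio from 0.5 to 1.5 plus GFP to RFP signal ratio inhibition reaching or exceeding a fixed threshold, cut at about 30% in these data, passing the limit was not always enough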; note: some compounds called inactive have numbers as strong as hits
The depositor's hits bear a star.

For Cc1ccc(/C=N\NC(=O)Cn2nnc3ccccc32)o1 the results were FAS TE block -2, CSN inh 0, Neddylation inh inactive, Rin1-Abl PPI inh 2, MT1-MMP act inh 1, MLLE-PAM2 inh 12, NadD inh 4, Rpn11 inh inactive and SKN-1 block 13.
`CCOc1ccc(CCNC(=O)CCS(=O)(=O)c2ccc(Cl)cc2)cc1OCC` gave FAS TE block -5, CSN inh 4, Neddylation inh inactive, Rin1-Abl PPI inh -2, MT1-MMP act inh 2, MLLE-PAM2 inh 19, NadD inh 0, Rpn11 inh inactive and SKN-1 block -18.
O=C(COc1coc(CN2CCN(c3ccccc3)CC2)cc1=O)Nc1ccc(F)cc1 was read as FAS TE block -6, CSN inh 3, Neddylation inh inactive, Rin1-Abl PPI inh 3, MT1-MMP act inh -7, MLLE-PAM2 inh 4, NadD inh -7, Rpn11 inh inactive and SKN-1 block 15.
COC(=O)Nc1ccc(S(=O)(=O)N2CCCC(C(=O)Nc3cccnc3)C2)cc1 (stereo unspecified) was read as FAS TE block -6, CSN inh -5, Neddylation inh inactive, Rin1-Abl PPI inh 0, MT1-MMP act inh 2, MLLE-PAM2 inh 7, NadD inh 9, Rpn11 inh inactive and SKN-1 block -18.
`Cc1ccc(S(=O)(=O)CC(=O)N2CCCCCC2)cc1` gave FAS TE block -5, CSN inh 0, Neddylation inh inactive, Rin1-Abl PPI inh 1, MT1-MMP act inh -3, MLLE-PAM2 inh 10, NadD inh 5, Rpn11 inh inactive and SKN-1 block 4.
Screening CCOc1ccc(Nc2nc3c(c(=O)[nH]2)CCC3)cc1 returned FAS TE block -4, CSN inh -4, Neddylation inh inactive, Rin1-Abl PPI inh 0, MLLE-PAM2 inh 1, NadD inh -4, Rpn11 inh inactive and SKN-1 block 17.
Screening Nc1c(Cl)cc(C2=NCCn3nc4cc([N+](=O)[O-])ccc4c32)cc1Cl returned FAS TE block 20, CSN inh -2, Neddylation inh inactive, Rin1-Abl PPI inh -3, MT1-MMP act inh -6, MLLE-PAM2 inh 5, NadD inh 6, Rpn11 inh inactive and SKN-1 block 16.
Screening CC(=O)NS(=O)(=O)c1ccc(NC(=O)/C=C/c2cn(-c3ccccc3)nc2-c2ccccc2)cc1 returned FAS TE block 4, CSN inh -1, Neddylation inh inactive, Rin1-Abl PPI inh 0, MT1-MMP act inh 2, MLLE-PAM2 inh -2, NadD inh 22, Rpn11 inh inactive and SKN-1 block 7.
O=c1c(C=Nc2cccc(C(F)(F)F)c2)c[nH]n1-c1cccc(Cl)n1 was read as FAS TE block 2, CSN inh 16, Neddylation inh inactive, Rin1-Abl PPI inh -1, MT1-MMP act inh 1, MLLE-PAM2 inh -4, NadD inh 2, Rpn11 inh inactive and SKN-1 block 19.
COc1cccc(C2CCCCN(C)C2=O)c1 (stereo unspecified) was read as FAS TE block -8, CSN inh 1, Neddylation inh inactive, Rin1-Abl PPI inh 1, MT1-MMP act inh 0, MLLE-PAM2 inh -1, NadD inh 5, Rpn11 inh inactive and SKN-1 block -1.
For COCCCn1c(SCC(=O)c2ccccc2)nc2ccccc2c1=O the results were FAS TE block 11, CSN inh -3, Neddylation inh inactive, Rin1-Abl PPI inh 2, MT1-MMP act inh -5, MLLE-PAM2 inh 25, NadD inh -1, Rpn11 inh inactive and SKN-1 block 11.
O=C(NC1CCCCC1)c1nc(-c2c(F)cccc2F)oc1-c1ccccc1 was read as CSN inh 1, Neddylation inh inactive, MT1-MMP act inh -4 and SKN-1 block 10.

Brought forward from above: 3 entries, then new ones.
COc1cccc(C2CCCCN(C)C2=O)c1 (stereo unspecified) was read as FAS TE block -8, CSN inh 1, Neddylation inh inactive, Rin1-Abl PPI inh 1, MT1-MMP act inh 0, MLLE-PAM2 inh -1, NadD inh 5, Rpn11 inh inactive and SKN-1 block -1.
For COCCCn1c(SCC(=O)c2ccccc2)nc2ccccc2c1=O the results were FAS TE block 11, CSN inh -3, Neddylation inh inactive, Rin1-Abl PPI inh 2, MT1-MMP act inh -5, MLLE-PAM2 inh 25, NadD inh -1, Rpn11 inh inactive and SKN-1 block 11.
O=C(NC1CCCCC1)c1nc(-c2c(F)cccc2F)oc1-c1ccccc1 was read as CSN inh 1, Neddylation inh inactive, MT1-MMP act inh -4 and SKN-1 block 10.
Screening O=C(COC(=O)c1cccc([N+](=O)[O-])c1)c1ccc(OCc2ccccc2)cc1 returned FAS TE block 50, CSN inh -14, Neddylation inh inactive, Rin1-Abl PPI inh -1, MT1-MMP act inh 1, MLLE-PAM2 inh -24, NadD inh -3, Rpn11 inh inactive and SKN-1 block 7.
`CN(C1(C)CCS(=O)(=O)C1)S(=O)(=O)c1cccc([N+](=O)[O-])c1` (stereo unspecified) gave FAS TE block -7, CSN inh -7, Neddylation inh inactive, Rin1-Abl PPI inh 2, MT1-MMP act inh 0, MLLE-PAM2 inh 9, NadD inh 0, Rpn11 inh inactive and SKN-1 block 8.
For C=CCOC(=O)CSCC(NC(=O)OC(C)(C)C)C(=O)OCC (stereo unspecified) the results were FAS TE block -10, CSN inh 5, Neddylation inh inactive, Rin1-Abl PPI inh -1, MT1-MMP act inh 3, MLLE-PAM2 inh 29, NadD inh -1, Rpn11 inh inactive and SKN-1 block -16.
Screening CC(C)(C)NC(=O)/C=C/c1cccc(C(F)(F)F)c1 returned FAS TE block -9, CSN inh 0, Neddylation inh inactive, Rin1-Abl PPI inh 0, MT1-MMP act inh -1, MLLE-PAM2 inh 2, NadD inh 1, Rpn11 inh inactive and SKN-1 block 13.
For CC(NC(=O)COC(=O)c1cc2ccccc2cc1O)c1ccccc1 (stereo unspecified) the results were FAS TE block 1, CSN inh -6, Neddylation inh inactive, Rin1-Abl PPI inh 2, MT1-MMP act inh 4, MLLE-PAM2 inh 4, NadD inh -6, Rpn11 inh inactive and SKN-1 block -5.
`CCn1cc(C(=O)OCC(=O)c2cc(C)n(-c3cccc(C(F)(F)F)c3)c2C)c(=O)c2ccc(C)nc21` gave FAS TE block 16, CSN inh 3, Neddylation inh inactive, Rin1-Abl PPI inh 1, MT1-MMP act inh 6, MLLE-PAM2 inh -22, NadD inh 19, Rpn11 inh inactive and SKN-1 block 6.
`c1ccc(Cc2ccc(OCCN3CCOCC3)cc2)cc1` gave FAS TE block 1, CSN inh 1, Neddylation inh inactive, Rin1-Abl PPI inh 1, MT1-MMP act inh 1, MLLE-PAM2 inh 6, NadD inh -5, Rpn11 inh inactive and SKN-1 block 7.
Screening COc1ccccc1C1CC(c2c(-c3ccccc3)c3cc(Cl)ccc3[nH]c2=O)=NN1S(C)(=O)=O (stereo unspecified) returned FAS TE block -5, CSN inh 1, Neddylation inh inactive, Rin1-Abl PPI inh 0, MT1-MMP act inh -5, MLLE-PAM2 inh -16, NadD inh 4, Rpn11 inh inactive and SKN-1 block 9.
Screening Cc1ccc(NC2CC(=O)N(Cc3ccccc3)C2=O)cc1 (stereo unspecified) returned FAS TE block -3, CSN inh 1, Neddylation inh inactive, Rin1-Abl PPI inh -3, MT1-MMP act inh -2, MLLE-PAM2 inh 5, NadD inh -1, Rpn11 inh inactive and SKN-1 block 98.
Screening Cn1c(=O)c2cn(-c3ccc4c(c3)OCCO4)cc2n(C)c1=O returned FAS TE block -3, CSN inh -2, Neddylation inh inactive, Rin1-Abl PPI inh 4, MT1-MMP act inh 3, MLLE-PAM2 inh 16, NadD inh 0, Rpn11 inh inactive and SKN-1 block 2.
Screening CCOc1ccc(S(=O)(=O)N2CCCCC2)cc1NC(=O)CN1C(=O)NC(C)(c2ccccc2)C1=O (stereo unspecified) returned FAS TE block 6, CSN inh 3, Neddylation inh inactive, Rin1-Abl PPI inh 2, MT1-MMP act inh -4, MLLE-PAM2 inh -3, NadD inh -2, Rpn11 inh inactive and SKN-1 block 5.
For CC(=O)OCC(=O)C1(O)CCC2C3CC(C)C4=CC(=O)C=CC4(C)C3C(O)CC21C (stereo unspecified) the results were FAS TE block -4, CSN inh -6, Neddylation inh inactive, Rin1-Abl PPI inh 1, MT1-MMP act inh 3, MLLE-PAM2 inh -10, NadD inh 1, Rpn11 inh inactive and SKN-1 block 16.
Screening O=C(CSCc1ccc([N+](=O)[O-])cc1)Nc1ccc(S(=O)(=O)N2CCCCCC2)cc1 returned FAS TE block 30, CSN inh 2, Neddylation inh inactive, Rin1-Abl PPI inh 0, MT1-MMP act inh -4, MLLE-PAM2 inh 9, NadD inh -8, Rpn11 inh inactive and SKN-1 block -4.
`Cc1ccc(C)c(N2CCN(C(=O)c3ccc(Cn4c(=S)[nH]c5ccc(N6CCOCC6)cc5c4=O)cc3)CC2)c1` gave FAS TE block 47, CSN inh 0, Rin1-Abl PPI inh -1, MT1-MMP act inh -9, MLLE-PAM2 inh -67, NadD inh 30*, Rpn11 inh inactive and SKN-1 block 18.
For CCn1cc(S(=O)(=O)c2ccccc2)c(=O)c2cc(F)c(N3CCN(C)CC3)cc21 the results were FAS TE block -7, CSN inh -1, Rin1-Abl PPI inh 2, MT1-MMP act inh 2, MLLE-PAM2 inh 1, NadD inh 4, Rpn11 inh inactive and SKN-1 block 13.
For COc1ccccc1C(=O)N/C(=C/c1ccc2c(c1)OCO2)C(=O)Nc1cccc(C(=O)O)c1 the results were FAS TE block -1, CSN inh 5, Neddylation inh inactive, Rin1-Abl PPI inh -1, MT1-MMP act inh 0, MLLE-PAM2 inh -28, NadD inh -8, Rpn11 inh inactive and SKN-1 block -12.
COc1ccc(CCN=C(N)NS(=O)(=O)c2ccc(OC)cc2)cc1 was read as FAS TE block -3, CSN inh -8, Neddylation inh inactive, Rin1-Abl PPI inh -4, MT1-MMP act inh -8, MLLE-PAM2 inh -12, NadD inh 4, Rpn11 inh inactive and SKN-1 block -6.
For N#Cc1cc(-c2ccccc2)cnc1Sc1ccccc1 the results were FAS TE block 37, CSN inh -3, Neddylation inh inactive, Rin1-Abl PPI inh -9, MT1-MMP act inh 0, MLLE-PAM2 inh 2, NadD inh -9, Rpn11 inh inactive and SKN-1 block 0.
Screening N#Cc1c(-c2ccccc2)nc(SCc2nc(N)nc(N3CCCCC3)n2)[nH]c1=O returned FAS TE block -7, CSN inh 4, Neddylation inh inactive, Rin1-Abl PPI inh -1, MT1-MMP act inh -11, MLLE-PAM2 inh -13, NadD inh 7, Rpn11 inh inactive and SKN-1 block -9.
`O=C(COC(=O)c1ccc(S(=O)(=O)NCc2ccco2)cc1)NCc1ccc(F)cc1` gave FAS TE block -1, CSN inh 1, Neddylation inh inactive, Rin1-Abl PPI inh 3, MT1-MMP act inh -3, MLLE-PAM2 inh -5, NadD inh 3, Rpn11 inh inactive and SKN-1 block -2.
`O=C(N/N=C/c1c[nH]c2ccccc12)c1cc(-c2ccccc2)n[nH]1` gave FAS TE block 10, CSN inh 2, Neddylation inh inactive, Rin1-Abl PPI inh 0, MT1-MMP act inh 11, MLLE-PAM2 inh -4, NadD inh 3, Rpn11 inh inactive and SKN-1 block 6.
Screening CC/C(C)=N\Nc1nc(-c2cc3cc(OC)ccc3oc2=O)cs1 returned FAS TE block 14, CSN inh 0, Neddylation inh inactive, Rin1-Abl PPI inh -3, MT1-MMP act inh 3, MLLE-PAM2 inh -36, NadD inh 11, Rpn11 inh inactive and SKN-1 block 5.
